Bioassay records from PubChem.
PLCb3 inh – PLC-beta3 (human) inhibition, primary screen. inhibition, % at 12.2 µM. AID 720704. Q01970. actives 0.18% (n = 370,000). Purified PLC-beta3, fluorogenic substrate, fluorescence; in the data active = inhibition above about 11%;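 also: 0% = median of compound wells on plate and 100% = full blocker control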
Rev-erbA mod – modulates human Rev-erb alpha binding to DNA | P20393 | activity, % at 10 µM | actives 0.79% (n = 370,000) | Rev-erbα–FITC-DNA binding, fluorescence polarization, 90 min | AID 1259318;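 active = activity above about 14%, limit read from the data; passing the limit was not always enough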;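 also: 0% = DMSO wells with 35 nM protein and 100% = DMSO wells with 750 nM protein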
DAX1 inh-1 – blocks DAX1 repression of SF-1 activated StAR promoter. inhibition, % at 6.8 µM. HEK293T StAR-luciferase reporter, SF-1/DAX-1 repression relief. AID 652010. actives 1.1% (n = 370,000);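 active = inhibition above the mean over all tested compounds plus 3 SD, cut at about 3.6% in these data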;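 also: 0% = DAX-1 cells with DMSO and 100% = cells lacking DAX-1 with DMSO; higher inhibition means more luminescence from relief of DAX-1 repression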
DAX1 inh-2 – inhibits human nuclear receptor DAX1; P51843; HEK293 Gal4-DAX1 luciferase reporter, luminescence; inhibition, % at 6.75 µM; actives 0.99% (n = 340,000); AID 504766;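 active = inhibition above the mean over all tested compounds plus 3 SD, cut at about 4.2% in these data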;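 also: 0% = DAX1-transfected cells with DMSO and 100% = empty-vector control cells with DMSO; inhibition shows as a rise in luminescence from relieved DAX1 repression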
PLCg1 inh – blocks human PLC-gamma1 enzyme activity. actives 0.84% (n = 370,000). purified PLC-gamma1, fluorogenic substrate, fluorescence. P19174. inhibition, % at 12.2 µM; in the data active = inhibition above about 9.5%
Target sequence (P19174 whole entry, looked up): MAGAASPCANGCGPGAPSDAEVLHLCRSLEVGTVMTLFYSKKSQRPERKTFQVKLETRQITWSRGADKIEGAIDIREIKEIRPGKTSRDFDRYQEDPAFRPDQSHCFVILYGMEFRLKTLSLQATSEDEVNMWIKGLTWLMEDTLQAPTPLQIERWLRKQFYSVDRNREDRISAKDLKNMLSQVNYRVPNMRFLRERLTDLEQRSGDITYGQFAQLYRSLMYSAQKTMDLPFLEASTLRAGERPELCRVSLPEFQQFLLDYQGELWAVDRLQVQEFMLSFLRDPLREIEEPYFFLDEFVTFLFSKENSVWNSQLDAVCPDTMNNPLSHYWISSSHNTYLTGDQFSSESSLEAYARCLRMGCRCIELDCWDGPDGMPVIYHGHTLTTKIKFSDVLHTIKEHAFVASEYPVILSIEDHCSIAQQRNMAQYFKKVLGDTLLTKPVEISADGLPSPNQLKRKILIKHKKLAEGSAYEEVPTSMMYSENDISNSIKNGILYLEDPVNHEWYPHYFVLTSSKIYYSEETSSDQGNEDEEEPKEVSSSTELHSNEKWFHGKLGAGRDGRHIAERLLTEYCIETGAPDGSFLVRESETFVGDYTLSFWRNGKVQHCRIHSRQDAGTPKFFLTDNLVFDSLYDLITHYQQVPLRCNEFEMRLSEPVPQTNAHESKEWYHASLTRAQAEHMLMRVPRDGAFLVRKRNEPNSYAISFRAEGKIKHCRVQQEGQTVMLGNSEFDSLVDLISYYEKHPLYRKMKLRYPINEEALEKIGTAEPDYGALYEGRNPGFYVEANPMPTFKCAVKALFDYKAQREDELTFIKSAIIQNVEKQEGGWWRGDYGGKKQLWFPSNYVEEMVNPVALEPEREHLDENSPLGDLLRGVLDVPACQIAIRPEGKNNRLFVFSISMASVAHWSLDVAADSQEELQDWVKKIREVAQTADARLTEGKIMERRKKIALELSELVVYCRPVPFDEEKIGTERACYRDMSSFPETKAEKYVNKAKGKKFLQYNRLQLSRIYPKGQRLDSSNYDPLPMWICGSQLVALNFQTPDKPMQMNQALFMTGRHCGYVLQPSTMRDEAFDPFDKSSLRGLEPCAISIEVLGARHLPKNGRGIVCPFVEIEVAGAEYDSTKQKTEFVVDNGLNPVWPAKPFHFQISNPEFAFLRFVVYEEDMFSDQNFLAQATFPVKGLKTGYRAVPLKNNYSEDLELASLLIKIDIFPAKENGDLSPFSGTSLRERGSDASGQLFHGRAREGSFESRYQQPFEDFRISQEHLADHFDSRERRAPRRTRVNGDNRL
ssDAF12 agonist – S. stercoralis DAF-12 activation, primary screen; actives 1% (n = 370,000); HEK293 ssDAF-12/GRIP1 lit1-tk-luc reporter, luminescence; % of 3 µM dafachronic acid response; activation, % at 6.8 µM;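 active = activation above the mean over all tested compounds plus 3 SD, cut at about 0.9% in these data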;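 also: 0% = DMSO-only wells and 100% = 3 µM delta7-dafachronic acid wells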
hgDAF-12 ag – agonists of H. glycines DAF-12 nuclear receptor. HEK293 GAL4-hgDAF12 UAS-luciferase reporter, agonist luminescence; normalized to butyrate control. activation, % at 6.8 µM. actives 1.8% (n = 370,000);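 active = activation above a cutoff set at the mean of all screened compounds plus 3 SD, cut at about 10% in these data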;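 also: 0% = DMSO wells and 100% = sodium butyrate wells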
MBD2 DNA inh – inhibitors of human MBD2 binding to methylated oligonucleotide | Q9UBB5 | actives 0.31% (n = 370,000) | inhibition, % at 4.4 µM | AID 686964 | TR-FRET; in the data active = inhibition above about 13%
ADAM17 inh – inhibits human ADAM17. actives 0.83% (n = 370,000). recombinant ADAM17, EDANS/DABCYL FRET peptide cleavage. inhibition, % at 6.95 µM. P78536;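 active = inhibition above the mean of compounds lying between control limits plus 3 SD, set per campaign, cut at about 8.5% in these data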;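 also: 0% = DMSO-only wells as the low control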
SMARCA2 act – SMARCA2 function activation, primary screen; AID 652017; activation, % at 9.1 µM; MG213 cells, MMTV-luciferase reporter, dexamethasone, overnight; actives 1% (n = 370,000); in the data active = activation above about 7.8%;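 also: 0% = vehicle wells and 100% = reference activator wells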
hcDAF12 agonist – activates DAF-12 receptor from parasite H. contortus; HEK293 hcDAF-12 lit1-tk-luc reporter, luminescence; 0% DMSO, 100% Δ7-dafachronic acid; activation, % at 6.8 µM; actives 1.4% (n = 370,000);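 active = activation above the mean of all tested compounds plus 3 SD, cut at about 5.5% in these data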;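 also: 100% = response to 3 µM Δ7-dafachronic acid high control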
* marks the source's active call; other numbers are inactive results; i = inactive; / = not tested or not shown; & = joins results of further samples.

SMILES | PLCb3 inh | Rev-erbA mod | DAX1 inh-1 | DAX1 inh-2 | PLCg1 inh | ssDAF12 agonist | hgDAF-12 ag | MBD2 DNA inh | ADAM17 inh | SMARCA2 act | hcDAF12 agonist
O=C(NCC1(N2CCCCC2)CCCCC1)c1cccc(S(=O)(=O)Nc2ccc(F)cc2)c1 | -4 | -8 | 5.0* | 0.1 | 4 | -0.8 | -1.3 | 1 | 1 | -4 | -1.9
N/C(=N\OC(=O)COc1cc(Cl)c(Cl)cc1Cl)c1ccccn1 | 0 | 2 | 3.5 | / | 1 | -1.0 | 14* | 1 | -3 | 4 | 0.5
O=C1CC(c2ccsc2)Sc2ccccc2N1 (stereo not drawn) | -6 | 6 | -0.3 | -1.3 | -2 | -0.5 | 0.0 | 2 | -3 | -2 | 0.5
Brc1ccccc1-c1nnc2sc(Cc3ccccc3)nn12 | 0 | -3 | -0.1 | 1.6 | 2 | -1.3 | -1.9 | 5 | -1 | -1 | -0.6
O=C(Nc1cccc(N2CCCC2)c1)c1cccs1 | -50 | 4 | -0.1 | -0.2 | -30 | -0.9 | 0.2 | -2 | -7 | -2 | -0.1
CN1Cc2c(N)cccc2C(c2ccccc2)C1 (stereo not drawn) | -72 | 10&1 | -0.2 | -0.2&-1.1 | -55 | -1.1 | 0.2 | -5 | -3 | 1 | -1.9
CC(=O)N1CCN(C(=O)C2(NC(=O)Nc3cccc(F)c3)CCCCC2)CC1 | -6 | -2 | 0.0 | 0.0 | 0 | -1.2 | -2.0 | 2 | 0 | -1 | 1.3
O=c1[nH]c(Cc2cccs2)nc2ccccc12 | -6 | -5 | -0.5 | 1.0 | -5 | -1.2 | 0.5 | 1 | -8 | -2 | -0.5
CCN(CC)C1=CC(=O)OC12CCCCC2 | 4 | -5 | -1.7 | 0.1 | 1 | -2.0 | 3.3 | 5 | 1 | 3 | 1.0
CC(C)C(=O)Nc1ccccc1Cc1ccccc1 | 1 | -5 | 0.3 | 1.5 | 2 | -1.4 | 1.5 | -3 | -3 | 2 | -0.2
Cc1ccc(N=C2SCCCN2C(=O)c2cccc(N3C(=O)CCC3=O)c2)cc1Cl | -1 | 0 | 0.8 | 0.1 | -1 | -1.1 | 3.9 | 4 | -2 | -1 | 1.2
O=C(Nc1c2c(nn1-c1ccc(F)cc1)CS(=O)(=O)C2)C12CC3CC(CC(C3)C1)C2 | -3 | -1 | -0.7 | 0.3 | -2 | -0.4 | 0.1 | 2 | -6 | -1 | 0.2
COc1ccccc1OCC(=O)Nc1ccc(-c2nnc(-c3ccco3)o2)cc1 | -6 | -20 | -0.1 | 0.9 | -1 | -1.1 | 1.3 | 3 | -2 | 2 | -0.1
COc1cc(C(O)c2nc(-c3ccc(F)cc3OC)cs2)ccc1F (stereo not drawn) | -4 | 2 | -1.8 | / | -2 | -1.4 | -4.7 | 1 | 12* | -9 | -2.3
COC(=O)c1c(NC(=O)CN2CCN(c3cccc(Cl)c3)CC2)sc(C)c1C | 8 | 14 | 0.3 | -0.4 | 6 | -0.7 | -0.7 | 1 | 5 | -3 | 1.1
COc1ccc(CCN2C(=O)CC(Cc3cccc(C)c3)C2=O)cc1OC (stereo not drawn) | 0 | -4 | 0.2 | -0.2 | 2 | -1.4 | -2.1 | 2 | -3 | -1 | -2.2
COc1ccccc1Nc1ncc(C(=O)N2CCN(Cc3ccc(OC)c(OC)c3OC)CC2)c2ccccc12 | -133 | -4 | -3.2 | -2.6 | -81 | -2.0 | -7.4 | 2 | -7 | -3 | -3.6
CN(C(=O)c1cccc(C(F)(F)F)c1)C1CCCc2ccccc21 (stereo not drawn) | -3 | -2 | -0.2 | -0.2 | 3 | -0.5 | 1.8 | 2 | 2 | -1 | 0.0
CCN(Cc1nc(-c2ccc(OC)c(OC)c2)no1)C(=O)c1ccoc1C | 1 | 2 | -0.6 | -0.8 | 1 | -1.1 | -1.6 | -1 | 0 | -2 | -1.7
CC(C)Oc1cccc(C(=O)C2CCCN(C(=O)c3cncs3)C2)c1 (stereo not drawn) | -7 | -6 | 1.3 | 0.0 | -1 | -1.3 | -1.4 | 0 | -2 | 0 | 1.4
COc1ccc(-c2ccc3oc(-c4ccsc4)cc(=O)c3c2)cn1 | -68 | -1 | 0.2 | 0.0 | -45 | -1.0 | 5.8 | 0 | -5 | 4 | -1.0
O=C(c1ccccc1)N1CCN(C2CCCCCC2)CC1 | 4 | -2 | 0.3 | 1.4 | 14* | -1.1 | 2.8 | -2 | 3 | 0 | 0.6
CC(C)C(=O)OCC(=O)NCc1ccccc1Cl | -2 | -7 | 0.8 | 0.1 | 3 | -1.1 | 2.1 | -4 | 0 | -1 | 1.5
CC(OC(=O)c1cc(S(=O)(=O)Nc2ccc(F)cc2)ccc1Cl)C(=O)Nc1ccc2c(c1)OCCO2 (stereo not drawn) | -2 | 0 | -0.1 | 0.0 | 0 | -1.5 | -2.6 | -1 | 9.8* | -2 | -1.8
CCOc1ccc(NC(=S)N(Cc2ccc(Cl)cc2)Cc2ccco2)cc1 | 0 | 4 | -0.1 | -1.4 | 7 | -0.9 | -2.8 | -1 | 8 | -3 | -1.7
SMILES | PLCb3 inh | Rev-erbA mod | DAX1 inh-1 | DAX1 inh-2 | PLCg1 inh | ssDAF12 agonist | hgDAF-12 ag | MBD2 DNA inh | ADAM17 inh | SMARCA2 act | hcDAF12 agonist
CCC1(O)C(=O)OCc2c1cc1n(c2=O)Cc2cc3cc(O)ccc3nc2-1 (stereo not drawn) | i | 0 | -6.8 | -5.7 | i | -1.3 | -12 | -7 | -219 | -7 | -3.4
COc1cc(OC)cc(C(=O)Nc2cc(NC(=O)c3ccco3)ccc2OC)c1 | -2 | 6 | -1.9 | -2.0 | 4 | -1.6 | -3.4 | -3 | 1 | -1 | -2.9
Cc1[nH]c2ccc(C(=O)N3CCN(c4cccc(Cl)c4)CC3)cc2c1C | -22 | -1 | -0.8 | 0.2 | -6 | -1.6 | 0.2 | -2 | 6 | 0 | 1.4
C[C@@H]1CN([C@H](C)CO)C(=O)CCCn2cc(nn2)CO[C@H]1CN(C)C(=O)Nc1ccnc(N2CCOCC2)c1 | 0 | 5 | -0.2 | 4.1 | -2 | -0.5 | 2.1 | 1 | 1 | 5 | 0.2
COC(=O)c1cc(-c2ccccc2)n[nH]1 | 3 | -3 | -0.5 | 0.4 | 1 | -0.8 | 7.6 | 0 | 3 | -2 | -0.3
COC(=O)CC1C(=O)NCCN1C(=O)CSc1nc2ccccc2s1 (stereo not drawn) | -9 | 0 | 1.1 | 0.6 | 2 | 1.2* | -1.3 | -5 | -4 | 1 | 3.6
COc1ccc(Br)cc1CNc1ccc(S(N)(=O)=O)cc1 | 4 | -1 | -0.7 | -1.2 | 2 | 0.2 | -0.6 | -5 | -2 | -1 | -3.5
N#Cc1ccccc1S(=O)(=O)N1CCN(c2nc(-c3cccnc3)nc3ccccc23)CC1 | -56 | 5 | -4.6 | -2.4 | -36 | -1.7 | -6.0 | -1 | 0 | 2 | -1.7
O=S(=O)(NCc1ccccc1)c1cc(Br)ccc1Br | -3 | 4 | -0.9 | / | -1 | -1.9 | -0.3 | 0 | 3 | 0 | -1.9
CCc1ccc(S(=O)(=O)NCC(O)COc2ccc(OC)cc2)cc1 (stereo not drawn) | -7 | -1 | -0.2 | / | 2 | -1.6 | -3.3 | -1 | -3 | -2 | -1.5
Cc1[nH]c2ccc(F)cc2c1CCN1C(=O)OC(C)(C)C1(C)O (stereo not drawn) | -7 | 3 | 0.8 | 7.3* | -2 | -0.4 | -4.0 | -7 | -6 | -2 | -1.9
Cc1ccc(CNC(=O)c2ccc(Br)o2)cc1 | 4 | 1 | 1.1 | 0.7 | 5 | -1.4 | 3.3 | 1 | 2 | 2 | 1.1
CC(=O)Nc1ccc(S(=O)(=O)N2CCC(n3cnc4cc(F)ccc43)CC2)cc1 | 2 | 1 | -0.2 | -0.7 | 4 | -1.2 | -1.3 | 0 | -2 | 0 | -1.6
CCCN1CCN(CCCNC(=O)CN2C(=O)COc3ccccc32)CC1 | 2 | -1 | -0.4 | -0.2 | 0 | -2.1 | -1.0 | 5 | -3 | -2 | 0.2
CC1=NN2C(=N)/C(=C\c3cc(C)n(-c4ccc(C)cc4)c3C)C(=O)N=C2S1 | -11 | 0 | -0.5 | 2.9 | -6 | -1.1 | -2.2 | -3 | -4 | -8 | 1.2
COc1ccc(C(C(O)C(=O)c2c[nH]c3ccccc23)N2CCN(c3ccccc3)CC2)cc1 (stereo not drawn) | 3 | 3 | -0.4 | -1.4 | 3 | -0.3 | 4.0 | -2 | 4 | -3 | 0.4
COc1ccc(/C=N/Nc2ncnc3sc(C)c(C)c23)cc1 | -3 | 1 | 0.5 | 2.4 | -2 | -1.4 | 1.4 | 2 | -1 | 6 | -0.6
Cn1c(-c2ccc(Br)o2)nc2cc(Br)ccc21 | 3 | 1 | 0.6 | 4.5* | -3 | -0.6 | 1.5 | 4 | 2 | 3 | 0.9
COc1ccccc1CN1CC(C(=O)N(Cc2cnn(C)c2)C(C)C)CCC1=O (stereo not drawn) | -5 | 2 | -0.2 | 0.5 | -2 | -0.5 | 0.4 | -2 | -2 | 1 | 0.1
C=C(CC[C@@H](O)C(C)(C)O)[C@H]1CC[C@]2(C)[C@@H]1CCC1[C@@]3(C)CCC(=O)C(C)(C)C3CC[C@]12C (stereo partly drawn) | 3 | 2 | 0.1 | -0.1 | -1 | -1.4 | 1.7 | -1 | -2 | 1 | 0.2
COc1ccc(C(=O)Cn2cnc3ccccc3c2=O)c(OC)c1 | -10 | 1 | 3.6* | 1.3 | 3 | -0.9 | 5.7 | 3 | -2 | 2 | 2.8
O=C(c1cccc([N+](=O)[O-])c1)N1CCN(c2ncccn2)CC1 | -3 | -2 | -0.2 | -0.4 | -1 | -1.9 | 2.5 | -4 | -1 | -2 | -0.8
Cc1c(C(=O)N2CCCC2)nnn1-c1nonc1N | 1 | 4 | 0.3 | 0.7 | 1 | -0.8 | 0.6 | 1 | -3 | -3 | -0.8
CCCn1nc(C(=O)NC2CCCc3ccccc32)c2ccccc2c1=O (stereo not drawn) | -2 | 8 | -0.6 | -1.7 | -2 | -1.7 | -0.7 | -3 | 0 | -1 | -2.8
N#Cc1ccccc1S(=O)(=O)N1CCN(C(=O)C2CCCC2)CC1 | -2 | 5 | -0.5 | 0.1 | 3 | -0.3 | -0.7 | -6 | 0 | -2 | -1.5

4 entries drawn at random from those above, as already listed:
SMILES | PLCb3 inh | Rev-erbA mod | DAX1 inh-1 | DAX1 inh-2 | PLCg1 inh | ssDAF12 agonist | hgDAF-12 ag | MBD2 DNA inh | ADAM17 inh | SMARCA2 act | hcDAF12 agonist
Cc1[nH]c2ccc(C(=O)N3CCN(c4cccc(Cl)c4)CC3)cc2c1C | -22 | -1 | -0.8 | 0.2 | -6 | -1.6 | 0.2 | -2 | 6 | 0 | 1.4
CCCn1nc(C(=O)NC2CCCc3ccccc32)c2ccccc2c1=O (stereo not drawn) | -2 | 8 | -0.6 | -1.7 | -2 | -1.7 | -0.7 | -3 | 0 | -1 | -2.8
Cn1c(-c2ccc(Br)o2)nc2cc(Br)ccc21 | 3 | 1 | 0.6 | 4.5* | -3 | -0.6 | 1.5 | 4 | 2 | 3 | 0.9
COc1ccc(/C=N/Nc2ncnc3sc(C)c(C)c23)cc1 | -3 | 1 | 0.5 | 2.4 | -2 | -1.4 | 1.4 | 2 | -1 | 6 | -0.6
